Salmonella PhoP GFP – inhibitors of PhoP regulon expression, primary screen, Salmonella Typhimurium, GFP reporter (AID 1863). S. Typhimurium PhoP-regulated promoter GFP reporter, 4 h; higher % means a stronger effect. inhibition, % at 50 µM, or IC50 in µM where a hit was titrated. hit rate 0.16% among 300,000;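 active = inhibition over 29.93%, a cutoff 3 SD above the screen mean, later confirmed by dose response; inconclusive = inhibition over 29.93% but no dose response follow-up; inactive = inhibition at most 29.93% or unconfirmed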;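 also: 0% = low Mg2+ inducing control and 100% = high Mg2+ repressing control; strong numbers were not always called active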
NTR1 ag – agonists of NTR1, primary screen, imaging, U2OS cells, beta-arrestin-GFP, high content (AID 493036); activation, % at 20 µM; Neurotensin receptor type 1 (Homo sapiens), P30989; hit rate 0.17% among 330,000; NTR1-U2OS beta-arrestin-GFP spot imaging, agonist mode;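 active = activation at or above 40% of the spot to cytoplasm intensity ratio, with at least 20 cells analyzed; inconclusive = wells under 20 cells, flagged as cytotoxic or low count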;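 also: 0% = DMSO without peptide and 100% = 100 nM NTR1 peptide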
Target sequence (P30989 whole entry, looked up): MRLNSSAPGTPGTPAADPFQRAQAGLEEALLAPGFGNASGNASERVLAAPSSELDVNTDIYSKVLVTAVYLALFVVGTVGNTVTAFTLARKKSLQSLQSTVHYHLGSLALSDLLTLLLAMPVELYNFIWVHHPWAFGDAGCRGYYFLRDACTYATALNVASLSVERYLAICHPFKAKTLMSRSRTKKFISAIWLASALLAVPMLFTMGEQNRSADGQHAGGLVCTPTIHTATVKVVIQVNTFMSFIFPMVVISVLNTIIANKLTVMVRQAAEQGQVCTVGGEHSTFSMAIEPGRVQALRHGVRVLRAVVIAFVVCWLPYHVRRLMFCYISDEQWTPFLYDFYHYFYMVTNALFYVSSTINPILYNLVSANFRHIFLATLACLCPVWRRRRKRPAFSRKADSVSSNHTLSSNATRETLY
Myeloid diff MLP – induction of myeloid progenitor differentiation, primary screen, cell-based, flow cytometry, MLPCN library; ER-HoxA9 myeloid progenitors, lysozyme-GFP differentiation; calls only at 10 µM; hit rate 1% among 360,000;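 active = normalized GFP-positive differentiation at or above the plate's own cutoff, the solvent-only control mean plus 3 SD; inconclusive = no clear call, values can overlap the other calls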;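 also: cells exposed to compound for four days before flow analysis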
K1F lysis inhibition – inhibition of K1F phage lysis, E. coli UTI89, bacterial capsule biogenesis inhibitors, alamar blue (AID 488966) | E. coli UTI89 K1F phage lysis, alamar blue, 2 h; higher % means a stronger effect | inhibition, % at 100 µM, or IC50 in µM where a hit was titrated | hit rate 0.02% among 340,000;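 active = phage lysis inhibition, versus mean bacterial control, above a set limit; inconclusive = no clear call, values can overlap the other calls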;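 also: capsule biogenesis inhibitors block K1F phage lysis so surviving cells raise fluorescence; higher fluorescence means more inhibition of phage lysis; actives were called in the ten point dose series up to 300 µM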
MgcRacGAP inhibition – MgcRacGAP GTPase-activating activity inhibitors, confirmation, biochemical, ADP Hunter fluorescence; Rac GTPase-activating protein 1 (Homo sapiens); MgcRacGAP-stimulated Rac1 GTP hydrolysis, ADP Hunter fluorescence; higher % means a stronger effect; GST-tagged Rac1 F28L mutant substrate; inhibition, % at 30 µM, or IC50 in µM where a hit was titrated; hit rate 0.6% among 340,000; AID 624330, 2012;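 active = first-screen hits whose inhibition reached a set limit at any dose in the follow-up dose series; inconclusive = inhibition above the set first-screen limit but never retested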;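 also: fluorescence reports GDP produced by GAP-driven GTP hydrolysis; strong numbers were not always called active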
RSV CPE inhibition – RSV antiviral activity via CPE protection, HEp-2 cells, primary 10 µM value included (AID 2391); HEp-2 cells, RSV-induced CPE inhibition; higher % means a stronger effect; one-dose CPE inhibition, % at 10 µM; IC50 in µM for titrated hits; hit rate 0.13% among 310,000; in the data active = a potency from the dose series; inconclusive = CPE inhibition mostly from about 23% at the one dose, without a potency; inactive = the rest, 99 in 100 with CPE inhibition below about 21%; also: strong numbers were not always called active
TNAP activators – human TNAP enzyme activators, primary screen, biochemical, luminescent, no phosphate acceptor, uHTS (AID 1001); Alkaline phosphatase, tissue-nonspecific isozyme (Homo sapiens); purified TNAP, luminescent activation assay, no phosphate acceptor; higher activation fold means a stronger effect; activation fold at 20 µM; hits with a dose series show EC50 in µM; hit rate 0.03% among 200,000; in the data active = activation fold from about 3, or a potency from the dose series; inactive = the rest, 99 in 100 with activation fold below about 1.6; also: many of its hits are not listed in these tables
T cell HTS – modulators of CD8 T cell-vesicle binding, primary screen, mouse 2C CD8+ T cells, flow cytometry | 2C CD8+ T cell-vesicle binding; active compounds read low | calls only at 7 µM | hit rate 0.068% among 330,000 | AID 2052, 2009;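 active = response, share of CD8 T cells binding vesicles, and their 90th percentile fluorescence all below set limits, cut at about 80% in these data, passing the limit was not always enough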
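Material: murine 2C transgenic CD8+ T lymphocytes / Also added: QL9-peptide-loaded Drosophila micro-vesicles bearing Ld, ICAM-1 and B7-1 / Schedule: binding step 1.5 h, 37 °C, antibody labelling 20 min, ice / Signal: flow cytometry, PE anti-B7-1 (FL2) versus Alexa647 anti-CD8 (FL8), PFA-fixed / Evaluation: percent CD8+ FL2 mean versus row control / Benchmarks: naked versus QL9-loaded vesicles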
SV40 large T antigen – SV40 large T antigen inhibitors, biochemical (AID 1903); SV40 large T antigen ATPase/helicase inhibition assay; higher % means a stronger effect; inhibition, % at 20 µM; hits with a dose series show IC50 in µM; hit rate 0.39% among 310,000; in the data active = a potency from the dose series; inconclusive = inhibition mostly from about 32% at the one dose, without a potency; inactive = the rest, 99 in 100 with inhibition below about 32%; also: strong numbers were not always called active
T cell HTS vesicle-bound % – also measured in T cell HTS; calls as there; double positive events, %; measured here: CD8+ vesicle-bound cell fraction;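 binding gate set so that unloaded-vesicle control wells show 10% double positive cells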
NTR1 ag cell count 20 µM – further read-out of NTR1 ag, marked with its call; cell count; measured here: cell count, cytotoxicity flag
Myeloid diff MLP GFP+ MAC1+ % – also measured in Myeloid diff MLP; calls as there; GFP+ MAC1+ double positive, %; measured here: differentiation confirmed by MAC1 staining
* = called active by the depositor; i = inactive; ? = inconclusive; . = not tested or not shown; [ ] = remark or other dose.

Molecule	Salmonella PhoP GFP	NTR1 ag	NTR1 ag cell count 20 µM	Myeloid diff MLP	Myeloid diff MLP GFP+ MAC1+ %	K1F lysis inhibition	MgcRacGAP inhibition	RSV CPE inhibition	TNAP activators	T cell HTS	T cell HTS vesicle-bound %	SV40 large T antigen
Cc1cccc(-n2ncc3c(N4CC(C)CC(C)C4)ncnc32)c1 (stereo not given)	-3%	2.8	53	i	1.7	-0.5%	-1%	9.2%	1	i	39	2%
Cc1c2c(n3c(nc4ccccc43)c1C#N)N(CCN1CCOCC1)CC2	8%	0.5	64	i	1.4	-0.1%	-4%	4.1%	1.3	i	29	20%
O=C(CN1CCCC1=O)NC1CCCc2c1cnn2-c1cc(F)cc(F)c1 (stereo not given)	0%	2.2	55	?	.	0.5%	1%	1.6%	.	i	70	6%
CCOC(=O)CNC(=O)c1ccc2c(c1)OCCO2	0%	0.4	66	i	0.5	-0.1%	3%	1.5%	1.1	i	37	3%
COc1ccc(-n2cnnc2SCC(=O)Nc2cccnc2Cl)cc1	2%	2.3	97	i	0.5	-0.1%	0%	1.4%	1	i	39	6%
CCOc1ccc(NC(=O)COn2nnc3ccc(S(=O)(=O)N4CCOCC4)cc32)cc1	0%	0.2	79	i	0.1	-1.7%	0%	0.9%	1	i	58	11%
FC(F)(F)c1cccc(Cc2noc(CN3CCCC(OCc4ccccn4)C3)n2)c1 (stereo not given)	0%	-1.4	77	i	1.4	0.7%	-5%	8.5%	1.1	i	41	14%
CC1CCCCN1C(=O)CSc1nnc2ccccn12 (stereo not given)	.	0.4	60	i	0.7	0.2%[50 µM]	3%	.	.	i	54	.
CCCOc1ccc(N2C(=O)CC(N(O)c3ccccc3)C2=O)cc1 (stereo not given)	4%	-1.4	83	i	0.5	1.4%	7%	0.8%	1.2	i	41	13%
CCN(CC)c1ccc(/C=C2/C(=O)N(c3ccc([N+](=O)[O-])cc3)N=C2N2CCOCC2)cc1	-19%	-0.4	58	.	.	.	.	0.5%	0.9	i	37	3%
Cc1nn(Cc2ccccc2Cl)c(C)c1NC(=O)CCCn1nc(C)c([N+](=O)[O-])c1C	0%	0.2	64	i	1.6	7.9%	2%	-0.9%	1.1	i	39	-5%
COc1cccc(-n2nnc3c(=O)n(Cc4ccc(F)cc4)cnc32)c1	1%	-0.1	62	i	2.2	-1.5%	-1%	0.5%	1.1	i	52	1%
C=CCNC(=S)N1CCN(c2ncc3c(=O)c(C(=O)O)cn(CC)c3n2)CC1	14%	1.2	70	i	6.2	-5.2%	6%	0.8%	1.1	i	48	11%
CCCn1c(SCC(=O)NCc2ccc(C)cc2)n[nH]c1=O	4%	2.8	54	i	0.3	0.2%	8%	0.0%	1.1	i	3	8%
COc1cc(-c2cc(C(=O)Nc3ccc(S(N)(=O)=O)cc3)c3ccccc3n2)cc(OC)c1OC	6%	6.9	58	.	.	-0.1%	6%	2.4%	.	i	29	2%
Cc1c(O)cc2c(c1O)C(=O)CC(c1ccc(O)cc1)O2 (stereo not given)	-4%	-2.8	87	i	1.5	0.6%	-2%	0.7%	1	i	34	12%
CN(C(=O)CSc1nnc(-c2ccc(Cl)cc2)n1C)C1CCS(=O)(=O)C1 (stereo not given)	.	0.5	58	i	1.3	2.3%[50 µM]	3%	.	.	i	36	.
COCCCN1CC23C=CC(O2)C(C(=O)OC)C3C1=O (stereo not given)	.	-1.8	47	i	0.7	-0.4%	6%	0.6%	.	i	45	.
Cc1cc(C)cc(S(=O)(=O)c2cn(C)c3cc(N4CCN(C)CC4)c(F)cc3c2=O)c1	7%	3.5	45	i	0.5	1.7%	8%	-1.9%	.	i	10	9%
C/C(=N\NC(=O)CSc1nc2ccccc2s1)c1cccnc1	18%	2.1	49	i	0.6	0.3%	2%	1.1%	.	i	22	16%
Cn1c(CNC(=O)CNC(=O)c2cccc(F)c2)cc(=O)n(C)c1=O	-9%	-0.1	62	i	1.7	0.1%	-1%	1.6%	.	i	27	21%
CCCNC(=O)COC(=O)c1cc(SC)ccc1Cl	-3%	-1.6	55	i	0.5	1.1%	4%	1.2%	1.1	i	38	5%
CCC(=O)Nc1ccc(Cl)c(-c2nc3ncccc3o2)c1	11%	2.0	59	i	0.4	0.7%	7%	-1.4%	.	i	29	4%
CCC1(c2ccc(F)cc2)NC(=O)N(CC(=O)NCc2ccc(F)cc2)C1=O (stereo not given)	4%	1.1	70	i	1.1	0.1%	5%	-0.5%	.	i	57	-3%
O=c1sc2ccccc2c(=O)n1Cc1ccccc1F	6%	-0.7	43	i	0.4	-0.1%	7%	-0.3%	1	i	41	18%
COc1cccc(NC(=O)CN(C)C(=O)COc2ccccc2Cc2ccccc2)c1	.	0.6	52	i	0.7	-0.4%[50 µM]	4%	0.6%	.	i	31	.
Cc1ccc(C(=O)NCC(=O)NCCc2ccc(S(N)(=O)=O)cc2)s1	-7%	0.0	55	i	0.2	-0.3%	7%	3.1%	.	i	47	5%
CCC(C(=O)OC(C)C(=O)Nc1ccc(Cl)cn1)c1ccccc1 (stereo not given)	-2%	0.5	63	i	0.9	1.8%[50 µM]	7%	5.0%	.	i	36	16%
CCOc1cc(N2CCOCC2)c(OCC)cc1NC(=O)c1oc2ccccc2c1C	4%	7.6	69	i	0.1	0.2%	8%	0.7%	1	i	53	2%
O=C(O)CCCCCN1C(=O)C(=O)/C(=C(/O)c2ccccc2)C1c1ccccc1 (stereo not given)	-9%	.	.	i	0.8	0.1%	-2%	.	1.2	.	.	9%
CC1=C(C(=O)Nc2ccccc2)C(c2ccncc2)C(C#N)=C(SCC(=O)NC(C)C)N1 (stereo not given)	3%	-0.1	94	i	1.1	-0.1%	3%	1.0%	1.1	i	18	9%
CCC(NC(=O)CCc1c(C)c2cc3c4c(oc3cc2oc1=O)CCCC4)C(=O)O (stereo not given)	6%	-1.8	56	i	0.2	-0.2%	6%	2.6%	.	i	61	12%
CCOC(=O)C1CCN(C(c2cc3c(C)ccc(C)c3[nH]c2=O)c2nnnn2C2CCCCC2)CC1 (stereo not given)	-13%	7.0	48	?	.	-0.4%	3%	4.8%	1	i	39	7%
CCCCCCn1c(=O)[nH]c2nc3cc(N)ccc3nc2c1=O	-68%	.	.	.	.	.	.	2.4%	1.1	i	56	-13%
CCc1cc(C(=O)Nc2ccccc2)cs1	-3%	2.0	82	i	1.2	3.6%	2%	2.5%	1.1	i	28	13%
O=[N+]([O-])c1ccc(/C([O-])=C(/C(=S)Nc2ccccc2F)[n+]2ccccc2)cc1	0%	-1.0	54	i	0.8	-0.4%[50 µM]	3%	0.9%	0.9	i	4	12%
CCN(CC(=O)NCCCN1CCOCC1)S(=O)(=O)c1ccc(F)cc1	9%	0.4	39	i	1.4	0.7%	6%	0.6%	.	i	23	2%
Cc1ccsc1C(=O)N1CCCC(N(C)Cc2ccccc2)C1 (stereo not given)	-3%	-0.3	71	i	0.3	-0.2%	8%	2.3%	.	i	5	16%
COc1cccc(-c2c(C(=O)N/N=C/C3CC=CCC3)nnn2-c2nonc2N)c1 (stereo not given)	-2%	1.2	49	?	.	-0.2%	-1%	0.0%	.	i	56	5%
N#CC1=C(N)Oc2n[nH]c(-c3cccs3)c2C1C1C=CCCC1 (stereo not given)	23%	3.6	49	i	0.2	-1.1%	4%	2.5%	0.5	i	38	15%
COc1ccc(NC(=S)Nc2cccc(S(=O)(=O)N3CCCCC3)c2)cc1	6%	-0.9	84	i	0.9	-0.1%	6%	1.4%	1	i	21	7%
Cc1cc(C)nc(/N=C2\NC(=O)CC(C(=O)O)N2c2ccc(Cl)cc2Cl)n1 (stereo not given)	4%	-1.1	46	i	1.0	5.0%	-4%	2.2%	1.1	i	34	1%
COc1cc(-c2noc(C)c2/C=C/c2ccc(N)cc2)cc(OC)c1OC	.	4.8	71	i	2.4	0.4%	10%	3.1%	.	i	20	15%
COc1ccc(-n2c3c(cc(C(=O)N4CCC(C)CC4)c2=O)C(=O)CC(C)(C)C3)cc1	3%	6.0	48	i	1.1	5.2%	-4%	1.5%	1.1	i	42	3%
O=C(c1ccco1)N1N=C(c2ccco2)CC1c1ccc(Cl)cc1Cl (stereo not given)	.	7.7	26	i	0.5	-0.8%[50 µM]	5%	.	.	i	47	.
O=C(N/N=C/c1ccc(Cl)s1)c1ccccc1[N+](=O)[O-]	-2%	2.6	46	i	0.2	-1.1%	6%	4.7%	.	i	37	11%
CCN(CC)c1ccc(-n2c(O)c(C=C3N=c4ccccc4=N3)sc2=S)cc1	-5%	3.5	40	i	0.1	1.1%	8%	2.7%	0.9	i	48	10%
CCOC(=O)C1CCN(c2ccccc2CN2CCN(c3ccccc3OCC)CC2)CC1	-3%	5.0	88	i	0.3	0.1%	8%	4.9%	.	i	39	9%
CCc1ccc(OCC(=O)NNC(=O)C2CCN(c3ncnc4sc(C)c(C)c34)CC2)cc1	-5%	5.3	51	i	0.5	-0.1%[50 µM]	4%	0.0%	.	i	14	14%
CCC(Oc1cc(Cl)ccc1Cl)C(=O)NN1C(=O)C2C3CCC(C3=C(C)C)C2C1=O (stereo not given)	0%	0.5	53	i	1.1	-1.1%	4%	1.9%	1.1	i	52	2%
CCc1ccc(/C(C)=N/NC(=O)CNC(=O)/C=C/c2ccco2)cc1	.	0.6	58	i	1.3	-0.2%[50 µM]	106µM*	-0.7%	.	i	32	21%
CC(C)C1Cc2c(sc(NC(=S)NC(=O)c3ccccc3)c2C#N)CO1 (stereo not given)	-7%	3.2	92	i	0.1	0.7%	5%	3.9%	1	i	52	9%

Compound activity as filed in PubChem.
